Assay outcomes as filed in PubChem BioAssay.
NR2E3 ag-1: agonists of human nuclear receptor NR2E3. Q9Y5X4. GST-NR2E3/biotin-RetCOR TR-FRET, 1536-well. AID 2300. inhibition of corepressor binding, % at 4.78 µM. 320,000 tested, 0.12% active;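 active = percent inhibition above the cutoff of mean plus 3 SD of all tested compounds, set per screening campaign, cut at about 20% in these data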;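 also: 0% = DMSO wells and 100% = biotin wells as full block of FRET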
Target sequence (Q9Y5X4 whole entry, looked up): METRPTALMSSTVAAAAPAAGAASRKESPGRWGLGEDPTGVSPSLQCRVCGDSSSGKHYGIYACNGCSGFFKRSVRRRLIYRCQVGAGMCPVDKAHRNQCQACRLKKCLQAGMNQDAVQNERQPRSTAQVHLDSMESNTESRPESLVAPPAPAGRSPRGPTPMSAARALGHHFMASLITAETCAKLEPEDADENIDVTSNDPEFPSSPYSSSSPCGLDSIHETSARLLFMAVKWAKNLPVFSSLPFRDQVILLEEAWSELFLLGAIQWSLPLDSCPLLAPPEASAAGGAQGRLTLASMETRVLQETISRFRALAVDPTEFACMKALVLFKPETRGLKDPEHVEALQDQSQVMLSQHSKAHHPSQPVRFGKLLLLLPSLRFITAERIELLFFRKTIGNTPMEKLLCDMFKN
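Test system – NR2E3–RetCOR corepressor complex · Quantity – NR2E3 fusion 1.35 nM · Buffer or medium – Tris pH 7.5 · Incubation – Compound–protein incubation for 5 h at 4 °C · Technique – TR-FRET, Eu(K)-anti-GST donor, streptavidin-D2 acceptor, ex 340, em 617/671 nm · Evaluation – percent inhibition of 671/617 nm emission ratio versus biotin and DMSO controls · Plate – 1536-well format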
NR2E3 ag-2: activates human NR2E3 receptor; Q9Y5X4; CHO-S Gal4-NCOR/VP16-NR2E3 two-hybrid, luciferase; AID 602229; inhibition of corepressor binding, % at 3.98 µM; 360,000 tested, 0.35% active;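 active = inhibition above the mean of all tested compounds plus 3 SD, cut at about 70% in these data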;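 also: 0% = DMSO with NR2E3 transfected cells and 100% = cells lacking NR2E3 construct; higher means lower luciferase signal from less NR2E3 corepressor binding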
LMP1 NFkB inh: Epstein-Barr LMP1 NF-kappaB reporter inhibition; 350,000 tested, 0.69% active; AID 504558; LMP1-induced NF-kappaB luciferase reporter cells, luminescence; inhibition, % at 12.5 µM; in the data active = inhibition above about 41%;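 also: 0% = neutral control wells and 100% = reference inhibitor control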
C8 TRAIL sens: sensitizes caspase-8 expressing cells to TRAIL; NB7+C8 cells + TRAIL, ATPlite viability luminescence; inhibition (viability loss, TRAIL sensitization), % at 10 µM; 360,000 tested, 1% active;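 active = compounds causing at least 50% loss of cell viability in the single-dose screen, relative to plate controls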
KKLEB cytotox: counter-screen for CF NF-kB inhibitors: cytotoxicity. 360,000 tested, 0.36% active. activity change (cytotoxicity), % at 5 µM. AID 602141. KKLEB CF airway cells viability, ATPlite luminescence, overnight; stronger effect = lower value; cells stimulated with P. aeruginosa culture filtrate;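 active = corrected activity change at or below -50% at 5 µM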
TRPM1 prom inh: reduces MITF-dependent TRPM1 promoter luciferase signal; SK-MEL-5 TRPM1 promoter luciferase, 24 h; inhibition, % at 12.5 µM; 330,000 tested, 0.83% active;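 active = mean inhibition across replicates of 60% or more, whatever share of single replicates reaches that level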; also: values of inactives mirror those of a sister screen read the other way
CF NFkB inh: inhibitors of cystic fibrosis induced NF-kB; inhibition, % at 5 µM; 360,000 tested, 0.86% active; KKLEB NF-kB-GFP reporter, PAF-induced, GFP fluorescence overnight; AID 588850;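 active = at least 50% inhibition at 5 µM, scaled per plate between neutral and stimulator controls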;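 also: PAF is a Pseudomonas aeruginosa culture filtrate used as stimulus; plate controls were PAF-stimulated DMSO wells for no effect and unstimulated DMSO wells for full effect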
Shn3 inh set2: Schnurri-3 reporter inhibition in Clone20 osteoblasts | Clone20 osteoblast Shn3 3'UTR firefly luciferase, 24 h | inhibition, % at 12.5 µM | 360,000 tested, 0.52% active;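 active = mean inhibition of at least 75% with every replicate also reaching 75%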;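 also: 0% = median of neutral control wells and 100% = pilot-screen positive control compound; some compounds past the cut are filed as inactive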
hiPSC survival: hiPSC single-cell survival enhancement; ATPlite luminescence; 100% = ROCK inhibitor wells, 0% = DMSO; survival enhancement, % at 20 µM; 360,000 tested, 0.044% active; AID 602274; in the data active = survival enhancement above about 18%;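 also: cells exposed to compounds for 16 hours before the ATP read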
HIF-2a block: inhibitors of HIF-2a; 360,000 tested, 0.72% active; inhibition, % at 18.8 µM; 786-0 RCC cells HIF-2a reporter, luciferase luminescence, overnight;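 active = inhibition of the luminescence signal of 40% or more relative to plate controls, in a single-dose primary screen at 18.75 µM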
Peg3 prom inh: Peg3 promoter activity inhibition; 360,000 tested, 1.7% active; HeLa PEG-Prom luciferase reporter, luminescence, overnight; inhibition, % at 20 µM; AID 588405;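 active = inhibition of at least 50% at 20 µM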
Active calls of the source: *; . = not tested or not shown. A portion of the library (hit frequency here may not be typical).

smiles,CF NFkB inh,hiPSC survival,KKLEB cytotox,LMP1 NFkB inh,Shn3 inh set2,HIF-2a block,NR2E3 ag-1,C8 TRAIL sens,TRPM1 prom inh,NR2E3 ag-2,Peg3 prom inh
CC1CCc2sc(C(=O)NN=C3CCCC3)cc2C1 (stereo unspecified),-38,1.0,13,-5,-34,-28,.,2,.,-38,-61
COCCn1c(SCC(=O)NCc2cccs2)nnc1-c1ccc(OC)cc1,-15,-0.6,6,1,6,4,2,-19,0,2,5
COC(=O)C1=C(CN2CCN(C)CC2)NC(=O)NC1c1cc(C)ccc1C (stereo unspecified),-4,0.5,15,-13,-28,12,2,-4,-9,-8,9
CN(CC(=O)Nc1ccccc1Cl)C(=O)CSc1nc2ccccc2s1,-14,-0.8,-8,1,-2,0,-5,-5,5,-1,8
CC(C)(C(N)=O)N1CCN(c2ncc(C(F)(F)F)cc2Cl)CC1,5,-3.3,6,10,19,1,-1,11,-4,12,-6
CC(=O)N1CCN(C(=O)c2oc3ccccc3c2C)CC1,2,-0.3,2,-11,38,11,2,5,-4,-23,4
O=C1COc2ccc(C(=O)CCl)cc2N1,4,-0.9,2,-7,14,-1,1,9,14,25,24
N#Cc1nc(COc2ccccc2Cl)oc1N1CCCC1,-5,0.1,-4,3,-31,-36,0,-6,17,4,-35
O=C(Nc1ccc(Cl)cc1Cl)NC1CCCC1,14,-1.6,1,-6,-32,-83,4,7,-8,-5,-66
Cc1cc(C)c2c(n1)nn1c(N3CCN(c4ccccc4)CC3)cc(C)nc21,-16,-0.3,8,11,24,-4,0,3,-4,-2,15
CCOC(=O)CN1C(=O)CSc2ccc(S(=O)(=O)N3CCCC3)cc21,-23,0.9,19,-4,4,14,-3,-14,0,19,17
CC(=O)c1ccc(OC(=O)c2cccs2)cc1,-12,-0.2,-1,-1,-5,2,0,-6,5,1,-5
O=C(CN1C(=O)NC2(CCCC2)C1=O)Nc1cc(Cl)ccc1N1CCOCC1,1,-0.3,-2,-6,16,5,1,-6,0,-10,19
Cc1cc2c(cc1S(=O)(=O)Nc1cccc(F)c1C)NC(=O)CO2,3,1.6,5,-4,11,17,-3,12,-1,-9,10
COCCn1c(SCC(=O)N2CCCC2)nc2c(c1=O)SCC2,-10,-1.4,13,1,7,-1,.,-5,.,-20,9
CC1(C)CC(=O)c2sc(NS(=O)(=O)c3ccc(Br)cc3)nc2C1,18,0.1,3,-2,-1,17,7,-7,-1,-19,-1
NC(=S)N=Nc1c(O)n(Cc2ccccc2)c2ccccc12,11,-0.9,-28,2,-35,8,1,-3,1,-37,33
CC(=O)Nc1ccc(SCC(=O)NC(=O)c2ccccc2Br)cc1,13,-0.6,5,4,-2,-18,2,3,-1,-9,-5
COc1ccc(C(C#N)CCC2OCCO2)cc1OC (stereo unspecified),3,-3.5,-5,12,-13,-1,-1,-3,0,0,-6
N#Cc1cc(C#N)c(SCC(=O)N2CC(=O)Nc3ccccc32)nc1N,-26,-0.5,4,-20,17,-8,5,1,-8,12,13
O=C(CCCn1c(=O)c2sccc2n(CC(=O)NCC2CCCO2)c1=O)NCc1ccco1 (stereo unspecified),0,1.2,-3,-4,11,7,2,-7,11,17,10
C[C@H](CO)N1C[C@H](C)[C@@H](CN(C)S(=O)(=O)c2cccs2)Oc2c(NC(=O)Cc3ccccc3)cccc2C1=O,7,1.9,-8,-4,6,-31,.,-13,-7,-2,-18
O=C(Nc1nc2ccc(F)cc2s1)c1cccc(S(=O)(=O)N2CCc3ccccc32)c1,-7,-1.8,11,8,-3,-96,0,8,-4,-14,-62
Cc1ccccc1NC(=O)Nc1ccccn1,0,-0.8,17,-42,-14,-180,0,-1,-15,-40,-123
COc1ccc(N2CCN(C(=O)CSc3ncnc4c3cnn4-c3ccccc3C)CC2)cc1,-6,5.2,-2,6,10,20,1,5,12,6,22
Cc1ccc(-c2nnn(CC(=O)N(c3ccccc3F)C(C(=O)NC3CCCC3)c3ccncc3)n2)o1 (stereo unspecified),-10,-0.4,6,-2,8,6,5,-7,7,-22,12
CCCCc1cc(=O)oc2cc(C)cc(OCC(=O)NCCN3CCOCC3)c12,19,-0.3,-4,-3,7,3,2,4,-13,-11,3
O=C(OCC(=O)N1CCN(C(=O)c2ccco2)CC1)c1ccccc1Cc1ccccc1,-1,-0.9,10,-14,-10,-97,2,-8,7,-20,-98
O=C(OCCOc1ccc(Br)cc1)c1ccc(Cl)c(S(=O)(=O)N2CCOCC2)c1,0,-0.4,11,5,27,16,-1,2,4,-10,-7
COc1ccc([N+](=O)[O-])cc1NC(=O)CCS(=O)(=O)c1ccc(Br)cc1,-9,-0.3,4,-8,-2,18,-6,-14,15,1,0
CCOc1ccc(OCC(=O)Nc2ccc(N3CCCCC3)cc2)cc1,2,0.0,4,-10,-2,-18,2,-9,-2,-4,0
COc1ccc(Cl)cc1NC(=S)N(CCCN1CCOCC1)Cc1cn(C)c2ccccc12,15,-1.8,-19,0,-3,15,0,-5,19,6,15
NNC(=O)c1cc2ccccc2cc1O,8,-1.4,7,51*,50,69*,-3,7,76*,41,39
COc1ccc(C2C(C(=O)c3ccco3)=C(O)C(=O)N2CCN2CCOCC2)cc1 (stereo unspecified),-2,0.0,-3,0,-26,-4,2,-9,10,2,6
CCOC(=O)CC(NC(=O)Cn1nnc(-c2ccccc2Cl)n1)c1ccc(OC)cc1 (stereo unspecified),3,1.5,-3,-12,25,-1,3,-6,5,-18,7
O=C1OC2(CCCC2)OC(=O)C1=Cc1c[nH]c2ccccc12,-13,0.5,-2,-4,-11,5,0,-7,-1,5,-4
COc1cccc(NC(=O)c2cc(S(=O)(=O)N3CCc4ccccc43)cn2C)c1,9,0.9,0,9,41,-5,1,20,4,8,12
COc1ccc2c(c1)CCCO[C@]21O[C@H](CCO)C[C@H](O)[C@H]1O,-31,-3.0,-3,-6,7,9,.,2,.,9,12
Cc1ccccc1SCC(=O)OCC(=O)Nc1ccc(N(C)C)cc1,4,-0.7,-9,2,-7,6,0,-11,-11,-4,8
NS(=O)(=O)c1ccc(NC(=O)CN2CCCCC2)cc1,-15,1.3,10,-9,-1,5,0,-17,0,-12,-3
Cc1nc(NC(=O)/C=C/c2ccc(Cl)cc2Cl)sc1C(=O)N(C)C,4,1.3,5,-48,14,7,0,3,2,2,-57
Cc1ccc(-n2nnnc2Sc2nc([N+](=O)[O-])nn2C)cc1C,-15,0.6,-5,-2,-7,8,-2,-7,29,-13,10
COC(=O)[C@H](C)NC(=O)Nc1cc(OC)ccc1OC,6,-1.1,14,-4,3,0,4,5,5,-6,7
COCCn1c(Cc2ccccc2)nnc1SCC(=O)Nc1ccccc1,-1,8.4,-3,-5,11,15,-3,-3,-11,2,14
COc1ccc(NC(=O)CSCc2ccccc2C)cc1,-4,1.8,9,-22,-40,-196,-1,-7,-19,3,-208
CCN(CC(=O)Nc1ccc(NC(C)=O)cc1)C(=O)/C=C/c1cccs1,3,0.8,-6,-4,-2,22,-1,-8,-3,-12,-3
COc1ccc(OC)c(-c2csc(NC(=O)Cc3cc(OC)c(OC)c(OC)c3)n2)c1,-18,0.0,-2,31,44,-17,-2,18,7,54,2
CC(Sc1nnc(NCc2ccccc2)s1)C(=O)Nc1ccc2c(c1)C(=O)c1ccccc1C2=O (stereo unspecified),-29,0.6,-10,-7,-23,-159,0,18,-17,-141,-116
CCOc1ccc(CCNC(=O)C2=C(C)C(=O)OC23CCCCC3)cc1OCC,-8,3.2,12,0,-13,14,-2,1,9,-10,7
CCOc1ccccc1NC(=O)CSc1nnc(NC(=O)c2ccco2)s1,-1,-0.4,12,-5,5,-7,2,19,-3,11,-8
CC1CCC2(CC1)NC(=O)N(CC(=O)c1ccc(CNC(=O)C(C)(C)C)s1)C2=O (stereo unspecified),-2,-0.1,8,-4,-4,11,2,6,2,1,-2
CCOc1ccc(NC(=O)CCC(=O)c2ccc(F)cc2)cc1,-2,0.4,-15,-5,14,13,0,0,-3,-23,6
COc1cc(C2C3=C(CC(C)(C)CC3=O)NC3=C2C(=O)c2ccccc23)ccc1O (stereo unspecified),12,3.3,5,2,18,27,-1,-2,5,22,12
C[C@H]1COC(=O)[C@H](Cc2ccc(F)cc2)C/C=C\C[C@H](CC(=O)N(CCO)Cc2ccccc2)C(=O)N1,17,-2.2,-2,-3,-19,2,.,-10,-10,-7,0

Quoted at random: two entries already listed.
smiles,CF NFkB inh,hiPSC survival,KKLEB cytotox,LMP1 NFkB inh,Shn3 inh set2,HIF-2a block,NR2E3 ag-1,C8 TRAIL sens,TRPM1 prom inh,NR2E3 ag-2,Peg3 prom inh
O=C(CCCn1c(=O)c2sccc2n(CC(=O)NCC2CCCO2)c1=O)NCc1ccco1 (stereo unspecified),0,1.2,-3,-4,11,7,2,-7,11,17,10
COc1ccc(Cl)cc1NC(=S)N(CCCN1CCOCC1)Cc1cn(C)c2ccccc12,15,-1.8,-19,0,-3,15,0,-5,19,6,15
